ASM inhibitor: blocks human secretory acid sphingomyelinase. AID 504937. 340,000 compounds, 0.006% hits. placental ASM, HMU-PC fluorogenic substrate, 60 min. Potency, µM (doses to about 57.5 µM), without a hit: top-dose activity change, negative = inhibition, hits mostly inhibitors. P17405; further: potency means the concentration at half of the fitted maximal effect
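Human placenta-derived ASM enzyme was preincubated with compound for 10 minutes at room temperature, then given fluorogenic substrate HMU-PC0 (9 uM final) for 60 minutes at 37 °C; a pH 10 stop preceded fluorescence reading at Ex 386/Em 447 nm.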
TSHR antag: human thyrotropin receptor antagonism | activity change, negative = inhibition, % at 11.5 µM | AID 504810 | TSHR-expressing cells, TSH-stimulated cAMP HTRF, 2 h; active compounds read low | 330,000 compounds, 0.2% hits | P16473;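 active means activity change below a set negative limit, meaning inhibition stronger than a set level, cut at about -70% in these data; inconclusive means activity change between two set negative limits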; further: on the % scale 0 is the no-effect control and ±100 the full control effect
Target sequence (P16473 whole entry, looked up): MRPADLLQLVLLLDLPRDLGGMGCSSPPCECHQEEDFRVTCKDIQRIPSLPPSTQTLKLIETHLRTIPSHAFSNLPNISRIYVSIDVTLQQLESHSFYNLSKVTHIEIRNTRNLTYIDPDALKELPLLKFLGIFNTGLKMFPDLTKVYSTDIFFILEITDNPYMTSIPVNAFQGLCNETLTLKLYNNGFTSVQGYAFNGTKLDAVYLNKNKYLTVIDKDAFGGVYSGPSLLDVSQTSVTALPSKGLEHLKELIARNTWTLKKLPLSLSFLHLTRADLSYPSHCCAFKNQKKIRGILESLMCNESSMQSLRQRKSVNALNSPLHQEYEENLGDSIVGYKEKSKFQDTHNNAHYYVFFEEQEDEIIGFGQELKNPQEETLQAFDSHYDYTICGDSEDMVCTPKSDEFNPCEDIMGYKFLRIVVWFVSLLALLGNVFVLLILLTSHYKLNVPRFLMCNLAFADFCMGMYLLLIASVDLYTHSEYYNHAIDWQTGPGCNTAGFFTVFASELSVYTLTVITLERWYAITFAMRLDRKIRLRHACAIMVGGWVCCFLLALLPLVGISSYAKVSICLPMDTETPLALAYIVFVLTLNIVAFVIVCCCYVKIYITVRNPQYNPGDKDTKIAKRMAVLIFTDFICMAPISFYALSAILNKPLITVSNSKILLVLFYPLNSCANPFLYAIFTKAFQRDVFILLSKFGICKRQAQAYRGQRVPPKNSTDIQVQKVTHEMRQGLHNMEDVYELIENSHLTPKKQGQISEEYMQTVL
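Antagonism was scored as loss of TSH-driven cAMP in TSHR cells, stimulated with 4nM TSH (EC80) for 2 hours at 37 deg C and detected by homogeneous HTRF competition immunoassay.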
Mito fusion yeast: blocks mitochondrial division or promotes mitochondrial fusion | S. cerevisiae fusion-defective mutant growth rescue, CellTiterGlo 48 h | Potency, µM (titrated, usually from 46.1 µM), for inactives: top-dose growth rescue (activation), usual class: activators | 320,000 compounds, 0.23% hits | AID 485298;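 further: potency means the concentration at half of the fitted maximal effect; % of control where 0% means no effect; nearly all actives have a fitted effect of over 45% in size; temperature-sensitive fusion mutants such as fzo1-1 at 37 °C on non-fermentable ethanol glycerol medium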
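Growth-rescue viability read-out: after 48 h at the non-permissive 37C in glycerol/ethanol YPEG, yeast mitochondrial fusion mutants are measured by CellTiterGlo luminescence; compounds (23 nl pinned per well) restoring growth score as division inhibitors or fusion activators.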
Menin MLL FP TR: menin-MLL binding inhibition, Texas Red mutant peptide. 270,000 compounds, 0.23% hits. AID 1768. Potency, µM (doses to about 61.6 µM), for inactives: top-dose FP activity change, negative = inhibition, hits mostly inhibitors. Menin + Texas Red MLL mutant peptide, fluorescence polarization; active means well fitted inhibition curve with a large enough effect in the polarisation, with a control signal flat, not every such curve was filed as active; inconclusive means small, poorly fitted or top-dose-only effect, or effect the other way, or a change in a side signal; inactive means no such curve, though single readings can be large or run the other way; the % refers to the polarisation; further: potency means the concentration at half of the fitted maximal effect; % of control where 0% means no effect; many of its hits are not listed in these tables
MBNL1-CUG inh: blocks human MBNL1 binding to CUG repeat RNA; Potency, µM (titrated, usually from 57.5 µM), for inactives: at the highest dose activity change, negative = inhibition, actives largely listed as inhibitors; AID 2675; Q9NR56; 280,000 compounds, 0.036% hits; TR-FRET MBNL1-His/biotin-(CUG)12 binding, 665/545 ratio; active means well fitted inhibition curve with a large enough effect in the signal ratio, with a control signal flat, not every such curve was filed as active; inconclusive means small, poorly fitted or top-dose-only effect, or effect the other way, or a change in a side signal; inactive means no such curve, though single readings can be large or run the other way; the % refers to the signal ratio; further: potency means the concentration at half of the fitted maximal effect; on the % scale 0 is the no-effect control and ±100 the full control effect
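Inhibition of protein-RNA binding appears as loss of TR-FRET between terbium anti-His antibody on MBNL1-His and streptavidin-XL665 on biotin-(CUG)12. Activity is normalized to buffer-only and uninhibited-complex controls.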
CXXC DNA block: inhibitors of human MLL CXXC domain-DNA interaction; Q03164; 290,000 compounds, 0.037% hits; Potency, µM (series often up to 115 µM), for inactives: top-dose activity change, negative = inhibition, most hits filed as inhibitors; AID 2662; MLL-CXXC / FITC-HOXA9 DNA fluorescence polarization; active means well fitted inhibition curve with a large enough effect in the polarisation, with a control signal flat, not every such curve was filed as active; inconclusive means small, poorly fitted or top-dose-only effect, or effect the other way, or a change in a side signal; inactive means no such curve, though single readings can be large or run the other way; the % refers to the polarisation; further: potency means the concentration at half of the fitted maximal effect
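Steps: dispense CXXC domain solution (7 uM) → pin compounds or unlabeled HOX-A9 DNA control → 5 min ambient → add FLSN-HOX-A9 solution (50 nM) → spin → 30 min ambient → fluorescence polarization. Tris pH 7.5/NaCl/DTT/BSA buffer.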
TCR activator: activators of T cell receptors; 330,000 tested, under 10 active; primary human leukocytes, anti-CD3, IL-2 HTRF, 48 h; Potency, µM (series often up to 9.22 µM), for the others: at the top dose activation of IL-2 secretion, actives largely listed as activators; further: % of control where 0% means no effect
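IL-2 release read by HTRF sandwich (Eu cryptate donor, d2 acceptor, 665 nm emission) after 48 hr exposure of primary human leukocytes to compound together with anti-CD3 beads in the absence of co-stimulatory signals.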
Integrin act MD: integrin-mediated muscular dystrophy alleviation activation | alpha7betagal myoblasts, beta-gal FDG fluorescence, 48 h | Potency, µM (top dose mostly 38.3 µM), for the others: at the top dose activation, hits mostly activators | 350,000 compounds, 0.064% hits;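 further: potency means the concentration at half of the fitted maximal effect; 100% = response of the positive control SU9516; nearly all actives have a fitted effect of over 60% in size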
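Alpha7betagal+/- myoblasts (passage 13) were plated 16-24 hr, then exposed to compounds (1:260 dilution of DMSO stock) for 48 hours at 37C. After MPER lysis, β-galactosidase reporter activity was read as FDG fluorescence (ex 480/em 540) after 30 minutes.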
TSG101-PTAP inh: blocks PTAP/TSG101 interaction to inhibit HIV-1 budding | Potency, µM (series often up to 115 µM), for the others: at the top dose activity change, negative = inhibition, usual class: inhibitors | Fluorescence polarization, FITC-PTAP peptide / Tsg101 binding | 340,000 tested, under 10 active; active means well fitted inhibition curve with a large enough effect in the main read-out, with a control signal flat, not every such curve was filed as active; inconclusive means small, poorly fitted or top-dose-only effect, or effect the other way, or a change in a side signal; inactive means no such curve, though single readings can be large or run the other way; further: potency means the concentration at half of the fitted maximal effect; % of control where 0% means no effect
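Fluorescence polarization binding of Tsg101 binding domain (10 uM final) to FITC-labeled PTAP peptide (50 nM final) in HEPES pH 7.5 buffer with NaCl, Tween 20, EDTA, TCEP. Compounds added before peptide; binding 20 min at RT.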
A-T KAP1 phos: potential ataxia-telangiectasia treatment | […] A-T fibroblasts, KAP-1 phosphorylation AlphaLISA; neocarzinostatin DNA damage 30 min before lysis | Potency, µM (series often up to 57.5 µM), inactives show top-dose activation, hits mostly activators | 320,000 compounds, 0.19% hits; further: potency means the concentration at half of the fitted maximal effect; % of control where 0% means no effect; nearly all actives have a fitted effect of over 45% in size
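ATM-like activity read as KAP-1 phosphorylation via AlphaLISA donor/acceptor antibody pairs after lysis and 6 hr at 25C. Cells were ATM-null patient fibroblasts ([…], hTERT), dosed 60 min, then exposed to the DSB inducer NCS for 30 min.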
* marks the source's active call; other numbers are inactive results; ? = inconclusive; · = no result given; [ ] = remark or other dose. Unless noted, the call rests on the fitted dose curve; in most records, active means well fitted curve in the direction sought with a large enough effect; inconclusive means small, poorly fitted or top-dose-only effect, or another doubt; inactive means no such curve, though single readings can be large; an effect the other way counts as inactive or inconclusive. The list is partial (hit frequency here may not be typical).

SMILES | ASM inhibitor | TSHR antag | Mito fusion yeast | Menin MLL FP TR | MBNL1-CUG inh | CXXC DNA block | TCR activator | Integrin act MD | TSG101-PTAP inh | A-T KAP1 phos
CC(C)CNC(=S)NC(=O)c1csc([N+](=O)[O-])c1 | 0% | 3 | -8% | · | ? | -6% | 17% | -13% | -4% | -3%
C#CCn1c(=NC(=O)CN2C(=O)CCC2=O)sc2cccc(C)c21 | -2% | -10 | 3% | 2% | -12% | -10% | -5% | -1% | -2% | 0%
Cc1cc(/C=C(/C#N)C(=O)Nc2ccc(Cl)cc2)c(C)n1-c1cccnc1 | 32%[activator] | -15 | 9% | 24% | · | 25% | 2% | 13% | -4% | 5%
c1ccc2oc(-c3ccc(Nc4nc(N5CCCC5)nc(N5CCOCC5)n4)cc3)nc2c1 | · | 14 | 2% | 2% | ? | 10% | · | · | · | -2%
Cc1ccc(NC(=O)Nc2ccc3c(c2)OCO3)c(OC(F)F)c1 | 4% | ? | -1% | ? | -4% | 15% | -1% | 44% | 1% | -4%
Cc1ccc2c(CSc3nc4nc(C)cc(C)n4n3)cc(=O)oc2c1 | -6% | -19 | 3% | ? | 7% | -7% | -6% | 3% | -6% | 9%
Cc1ccc(N2CC(C(=O)Nc3cc(C)ccc3F)CC2=O)cc1 (centres undefined) | -3% | 14 | 5% | -27% | -1% | 8% | 1% | 3% | -5% | 2%
CCCCCCCCCOC1OC(CO)C(O)C(O)C1NC(C)=O (centres undefined) | 3% | -1 | -4% | -8% | · | 9% | 7% | -19% | -7% | ·
COc1ccc(OC)c(Nc2ncnc3sccc23)c1 | -1% | -5 | -12% | 2% | -3% | -4% | 5% | 25% | -4% | 15%
Cc1ccc(CC(=O)OCC(=O)c2ccc[nH]2)cc1C | 5% | -15 | · | · | · | · | 3% | 18% | -9% | 4%
CC(=O)Nc1ccc(NC(=O)CCc2nc3ccccc3c(=O)[nH]2)cc1 | -1% | 20 | 2% | -16% | 3% | 3% | -5% | 2% | -3% | -1%
O=C(Nc1ccc([N+](=O)[O-])cc1)C1COc2ccccc2O1 (centres undefined) | -2% | -3 | 2% | 22% | ? | 1% | · | 4% | -4% | -3%
N=c1n(Cc2ccccc2)c2ccccc2n1CC(O)COc1ccc(Cl)cc1Cl (centres undefined) | -16% | -6 | -38%[inhibitor] | ? | 5% | 13% | -3% | -74%[inhibitor] | 3% | -3%
Cc1ccc(OCc2ccc(C(=O)Nc3cc(C)on3)o2)c([N+](=O)[O-])c1 | 5% | 1 | -1% | · | 1% | 4% | 12% | ? | 0% | 10%
O=C(NCCCn1ccnc1)c1cc2ccccc2oc1=O | 5% | 25 | -2% | 4% | ? | -5% | 0%[46.1 µM] | -19% | 0% | 3%
O=C(CN1CCN(C2CCCCC2)CC1)NCCC1=CCCCC1 | 5% | 17 | -3% | -28% | 1% | -7% | -64% | -3% | -3% | 2%
Cc1cc(C)c2c(=O)[nH]n(C3CCOC(C)(C)C3)c2n1 (centres undefined) | -4% | -3 | 0% | 0% | -12% | -2% | 5% | 3% | -9% | -5%
O=C(COC(=O)C1CCCO1)Nc1nc(-c2ccc(F)cc2)cs1 (centres undefined) | -3% | -6 | · | · | · | · | 2%[46.1 µM] | -6% | -1% | -9%
CCc1ccc(NC(=O)C2CCCN(S(=O)(=O)c3ccc4[nH]c(=O)ccc4c3)C2)cc1 (centres undefined) | -1% | 17 | 13% | ? | 37%[activator] | 1% | -2% | ? | 0% | -1%
Cc1nn(C)cc1/C=N\NC(=O)c1ccc2c(c1)c(C)c(C)n2Cc1ccccc1 | ? | -8 | 0% | 11% | -2% | -7% | -7% | 16% | -5% | 0%
CCOC(=O)C(NC(=O)NCc1ccc(F)cc1)(OCC)C(F)(F)F (centres undefined) | 4% | 4 | -8% | 0% | -7% | 4% | -2%[46.1 µM] | -22% | -4% | 4%
CNS(=O)(=O)c1ccc2c3c(cccc13)C(=O)N2C | 269%[activator] | -9 | 2% | -22% | ? | 3% | -6% | 1% | -2% | 2%
CCc1ccc[n+](-c2[nH]c(=O)sc2/C=N/N=C(\[O-])c2ccncc2)c1 | -6% | -4 | -1% | 14% | ? | 17% | -5% | -22% | 0% | -3%
NS(=O)(=O)c1ccc(NC(=O)COC(=O)C2CC(=O)N(Cc3ccccc3)C2)cc1 (centres undefined) | 0% | 9 | -7% | 8% | -3% | -1% | -4% | 11% | 1% | 1%
O=C(CCCc1c[nH]c2ccccc12)N1CCN(S(=O)(=O)c2cccs2)CC1 | -2% | 5 | 3% | 10% | -20% | 2% | 2% | -24% | 0% | -1%
COc1cc(Cn2c(C(=O)O)cc3sccc32)cc(OC)c1OC | 1% | -14 | -3% | 10% | 4% | 7% | -7% | 16% | -1% | -10%
COc1ccccc1CCCNC(=O)C1CCC(=O)N(CCc2ccc(Cl)cc2)C1 (centres undefined) | 5% | 2 | 1% | 2% | 14% | 0% | -4% | 0% | -5% | 10%
COc1ccc(N=C2NC(=O)S/C2=C\c2ccc(N(C)C)cc2)cc1 | -7% | -7 | -1% | ? | 13% | -5% | 4% | 12% | 0% | -4%
CC#CC[N+](C)(C)CCCCCC | 2% | 34 | 9% | · | 0% | -3% | -2% | -25% | -1% | 35%
CC(=O)N1CCCc2cc(S(=O)(=O)CCC(=O)Nc3cccc(C)c3C)ccc21 | -3% | -6 | -9% | 3% | -4% | 15% | 6% | 13% | -2% | 0%
CCS(=O)(=O)N1CCC(NC(C)=O)(c2ccccc2)CC1 | 5% | 0 | -3% | 5% | -5% | -3% | -1% | -25% | 0% | 6%
CCOC(=O)C1CCN(C(=O)CNS(=O)(=O)c2cccs2)CC1 | 0% | 0 | 1% | 10% | -6% | 4% | 4% | 18% | -4% | 0%
Cc1c(NS(=O)(=O)c2ccc3c(c2)OCCO3)cccc1-c1nc2cccnc2s1 | -3% | -43 | 20% | -1% | ? | 0% | -2% | -3% | 1% | 4%
Cc1cccc(CSc2nnc(CCNC(=O)OC(C)(C)C)o2)c1 | 2% | -8 | 3% | · | -1% | -6% | 1% | -21% | 0% | 7%
CC(=O)Nc1ccc(S(=O)(=O)N2CCc3cc4c(cc3C2C)OCCCO4)cc1 (centres undefined) | -5% | 4 | -8% | 36%[activator] | -5% | -4% | 0% | 9% | 0% | -3%
O=C(O)/C=C/C(=O)NNC(=O)c1ccc(Br)cc1 | 8% | 4 | -5% | -6% | -8% | 2% | -4%[46.1 µM] | 4% | 0% | 1%
CCn1c(C)nc2cc(C(=O)NNC(=O)CN(C)S(=O)(=O)c3ccc(NC(C)=O)cc3)ccc21 | -3% | · | · | · | · | · | -15% | 18% | -1% | 14%
C=CCn1c(SCC(=O)NCC2CCCO2)nnc1C1CCCCC1 (centres undefined) | 3% | 15 | 0% | -19% | 1% | -6% | -3% | -5% | -3% | 1%
NC(=O)c1ccsc1NC(=O)COC(=O)CNC(=O)c1ccc(F)cc1 | 2% | -3 | -1% | · | · | · | · | -14% | -1% | 8%
O=C(N/N=C/c1ccc(O)c(O)c1)C1c2ccccc2Oc2ccccc21 | 48%[activator] | -1 | -2% | ? | 6% | -9% | -1% | -12% | 3% | -8%
O=C(Nc1cccc(-c2cn3ccsc3n2)c1)c1ccccc1 | -6% | -6 | -1% | 2% | 2% | 1% | 3% | -21% | -6% | 4%
Cc1cc(C)cc(NS(=O)(=O)c2ccc(NC(=S)Nc3ccccc3)cc2)c1 | -6% | -2 | -1% | 9% | · | 15% | 4%[46.1 µM] | 17% | 1% | 6%
C[C@H](CO)N1C[C@H](C)[C@@H](CN(C)Cc2ccncc2)Oc2c(NC(=O)C3CC3)cccc2C1=O | 1% | -8 | · | · | · | · | 4% | 13% | -2% | -7%
CCOc1cc(C2C3=C(CC(C)(C)CC3=O)OC3=C2C(=O)CC(C)(C)C3)cc([N+](=O)[O-])c1O | -2% | -7 | 1% | -25% | ? | 4% | -4% | -13% | 1% | 1%

Source: PubChem (National Center for Advancing Translational Sciences (NCATS))
